BAP1 block: inhibitors of BAP1 deubiquitinase, primary screen, biochemical, Ub-AMC fluorescence, kinetic | recombinant BAP1, Ub-AMC hydrolysis fluorescence kinetic; active compounds read low | activity remaining (% of control), % at 20 µM | actives 0.48% (n = 72,000) | AID 436, 2006;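 active means activity remaining at or below 50% of control, provided the compound also passes the data quality filters; inactive means the rest, including low values that fail the filters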;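 further: 100% = DMSO wells rate and 0% = substrate alone blank rate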
Target sequence (Q92560 whole entry, looked up): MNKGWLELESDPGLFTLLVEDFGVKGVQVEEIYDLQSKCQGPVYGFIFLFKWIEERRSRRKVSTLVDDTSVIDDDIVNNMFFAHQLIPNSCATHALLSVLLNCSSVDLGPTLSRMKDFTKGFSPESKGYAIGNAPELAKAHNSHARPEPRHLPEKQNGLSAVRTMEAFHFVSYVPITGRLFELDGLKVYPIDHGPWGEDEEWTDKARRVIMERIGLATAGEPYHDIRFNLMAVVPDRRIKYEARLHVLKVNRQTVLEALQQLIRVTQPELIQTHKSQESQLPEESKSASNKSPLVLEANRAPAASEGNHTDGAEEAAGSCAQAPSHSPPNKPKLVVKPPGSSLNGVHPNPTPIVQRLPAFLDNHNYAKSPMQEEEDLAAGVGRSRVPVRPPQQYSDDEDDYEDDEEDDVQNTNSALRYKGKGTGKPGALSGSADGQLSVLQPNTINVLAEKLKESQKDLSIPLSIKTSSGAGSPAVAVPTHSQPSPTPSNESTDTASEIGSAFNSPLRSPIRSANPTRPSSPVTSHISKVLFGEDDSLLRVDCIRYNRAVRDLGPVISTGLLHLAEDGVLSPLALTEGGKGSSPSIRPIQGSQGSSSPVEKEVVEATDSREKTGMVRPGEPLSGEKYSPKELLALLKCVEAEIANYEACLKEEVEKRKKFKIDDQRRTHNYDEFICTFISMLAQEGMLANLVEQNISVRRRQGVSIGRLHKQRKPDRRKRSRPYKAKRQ
HePTP inhibitor: inhibitors of human HePTP phosphatase, primary screen, biochemical, absorbance, leukemia target | Tyrosine-protein phosphatase non-receptor type 7 (Homo sapiens), P35236 | inhibition, % at 20 µM | recombinant HePTP phosphatase activity, OD absorbance | actives 0.64% (n = 110,000); in the data active means inhibition above about 50%;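 further: plate controls were vehicle for no effect and reference inhibitor for full effect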
Target sequence (P35236 whole entry, looked up): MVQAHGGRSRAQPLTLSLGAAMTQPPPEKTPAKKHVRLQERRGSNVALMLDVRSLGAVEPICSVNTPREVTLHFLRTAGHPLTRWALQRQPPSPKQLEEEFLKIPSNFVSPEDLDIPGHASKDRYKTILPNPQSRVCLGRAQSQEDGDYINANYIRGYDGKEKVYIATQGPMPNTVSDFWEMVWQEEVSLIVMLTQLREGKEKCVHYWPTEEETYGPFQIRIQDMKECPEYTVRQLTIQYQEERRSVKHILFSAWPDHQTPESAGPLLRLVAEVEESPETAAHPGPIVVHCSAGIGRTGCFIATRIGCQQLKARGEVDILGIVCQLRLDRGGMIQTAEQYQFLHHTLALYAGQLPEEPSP
An asterisk follows results filed as active; / = not tested or not shown; & = joins results of further samples.

SMILES	BAP1 block	HePTP inhibitor
CCC(C)NC(=O)c1ccc(CS(=O)(=O)c2ccc(OC)cc2)o1 (configuration not stated)	96	3
CCc1ccc(NC(=O)c2cc([N+](=O)[O-])ccc2Cl)cc1	/	8
O=[N+]([O-])c1ccc(N2CCN(Cc3ccccc3)CC2)nc1	/	15
O=C(O)c1ccc(-c2ccc(/C=C3\SC(=S)N(c4ccc([N+](=O)[O-])cc4)C3=O)o2)cc1	/	103*
O=C1c2ccccc2S(=O)(=O)N1Cc1cccc(S(=O)(=O)N2CCOCC2)c1	111	4
Cc1cc(C)nc(/N=C(\N)Nc2ccc(Cl)cc2C(=O)c2ccccc2)n1	/	1
COc1ccccc1C(=O)Nc1ccc2c(c1)nc1n2CCSC1	101	7
CCOc1cccc(-c2nnc(NC(=O)c3ccccc3F)s2)c1	/	5
Cc1nc2c(CN(C)C)c(O)ccc2[nH]1	/	9
CCOC(=O)c1c(NC(=O)C(C)N2C(=O)c3ccccc3C2=O)sc2c1CCC(C)C2 (configuration not stated)	/	10
CN1CCN(C(=O)C2CC(=O)N(c3ccc(F)c(Cl)c3)C2)CC1 (configuration not stated)	93	2
N=c1oc2ccc(Cl)cc2cc1C(=O)Nc1cccc(C(F)(F)F)c1	104	/
CCOc1ccc(N(CC(=O)Nc2cccc(C(C)=O)c2)S(C)(=O)=O)cc1	/	-6
O=C(CN1C(=O)/C(=C\c2ccccc2F)SC1=S)Nc1nc2ccccc2s1	/	5
COc1ccc(C2NC(C(=O)O)CS2)cc1COCC(F)(F)F (configuration not stated)	89	5

Complete entries, looked up by structure.
COc1ccc(C2NC(C(=O)O)CS2)cc1COCC(F)(F)F (configuration not stated) across the screens: BAP1 block: 89; HePTP inhibitor: 5
O=[N+]([O-])c1ccc(N2CCN(Cc3ccccc3)CC2)nc1 across the screens: BAP1 block: /; HePTP inhibitor: 15

Further compounds:
SMILES	BAP1 block	HePTP inhibitor
CC1(C)CC(=O)C=C(Nc2ccc(F)cc2)C1	98	3
COc1ccc(CC(=O)N2CCN(c3ccc(F)cc3)CC2)cc1OC	/	-1
O=C(CSc1nc2c(c(=O)n1-c1ccc(Cl)cc1)SCC2)N1CCOCC1	86	4
O=C(Nc1cc(C(F)(F)F)cc(C(F)(F)F)c1)c1ccc2c(c1)OCCO2	57	-4
CN(C)C=NCCn1c(N2CCOCC2)nc2c1c(=O)n(C)c(=O)n2C	107	5
Cc1cccc(N2CCN(C(=O)COc3cc(=O)n(C)c4ccccc34)CC2)c1C	114	4
CCSC1(SCC)N=C(N)C2(C#N)C(c3ccc(OC)c(OC)c3OC)C12C#N (configuration not stated)	105	4
CCOC(=O)C1=C(C)N=c2s/c(=C\c3ccc(C(C)=O)c(OC)c3)c(=O)n2C1c1ccccc1 (configuration not stated)	/	-6
O=C(O)c1ccc2c(c1)C(=O)N(c1ccc(Cl)cn1)C2=O	79	14
COc1cc(C)nc(Oc2ccc(/C=N/O)cc2)n1	100	4
COc1cc(/C=N/N2CCN(Cc3cccc4ccccc34)CC2)cc(OC)c1O	/	-1
CCOc1ccccc1NC(=O)C1CCN(S(=O)(=O)c2ccc(OC)c(OC)c2)CC1	103	-15
COc1ccc(CN2CCN(Cc3ccccc3C(F)(F)F)CC2)cc1Br	/	2
O=C(c1cc2ccccc2c(=O)o1)N1CCc2ccccc2C1	95	-6
Cc1ccc(S(=O)(=O)NCCN2CCOCC2)cc1	/	8

7 records picked at random from those above:
SMILES	BAP1 block	HePTP inhibitor
O=C(O)c1ccc2c(c1)C(=O)N(c1ccc(Cl)cn1)C2=O	79	14
Cc1ccc(S(=O)(=O)NCCN2CCOCC2)cc1	/	8
Cc1cccc(N2CCN(C(=O)COc3cc(=O)n(C)c4ccccc34)CC2)c1C	114	4
CCC(C)NC(=O)c1ccc(CS(=O)(=O)c2ccc(OC)cc2)o1 (configuration not stated)	96	3
O=[N+]([O-])c1ccc(N2CCN(Cc3ccccc3)CC2)nc1	/	15
O=C(O)c1ccc(-c2ccc(/C=C3\SC(=S)N(c4ccc([N+](=O)[O-])cc4)C3=O)o2)cc1	/	103*
O=C(CN1C(=O)/C(=C\c2ccccc2F)SC1=S)Nc1nc2ccccc2s1	/	5

Later entries
SMILES	BAP1 block	HePTP inhibitor
COc1ccc(C)cc1NC(=O)c1ccc(C)c(C)c1	/	-3
COc1ccccc1NC(=O)NCc1ccccn1	/	4
COc1ccc(OC)c(/C=N\N2CCN(c3ccccc3OC)CC2)c1	/	-3
Cc1ccc(/C=C/C(=O)Nc2nc(-c3ccccc3)c(C)s2)cc1	/	-17
O=C(Oc1c(C(=O)Nc2ccc(Cl)c([N+](=O)[O-])c2)ccc2ccccc12)c1ccccc1	/	-16
CCN(CC)C(=O)CSc1nnc(-c2cnccn2)n1-c1ccccc1	100	3
CCc1nc(-c2ccccc2O)n(-c2ccccc2)n1	136	14
CCOC(=O)N1CCN(C(=O)/C(=C/c2ccc(OC)c(OC)c2)NC(=O)c2ccccc2)CC1	/	9
COc1ccc(S(=O)(=O)N(CC(=O)Nc2cccc(C(F)(F)F)c2)Cc2ccccc2)cc1	/	4
O=C(CS(=O)(=O)c1cn(Cc2ccc(Cl)cc2)c2ccccc12)N1CCCC1	92	9
COc1ccc(-c2csc(=Nc3ccccc3)n2CCO)cc1	112	9
CCOC(=O)CNS(=O)(=O)c1ccc(S(=O)(=O)N2CCCC2)cc1	107	9
CC1(C)N(O)C(c2ccc[nH]2)N(O)C1(C)C	/	-20
CC(=O)C(Sc1nc(-c2ccc(F)cc2)nc2c1c(=O)n(C)c(=O)n2C)C(C)=O	100	-5
CC1=C(C(=O)OC(C)C)C(c2ccc(F)cc2)NC(=S)N1 (configuration not stated)	/	-19
N#CSCCCCCOc1ccc(I)cc1	/	5
Cc1ccccc1Nc1nnc(SCC(=O)NCc2ccco2)s1	/	48
Cc1ccc(NC(=O)c2ccc(C)o2)cc1	/	0
CCOc1ccc(N(CC(=O)Nc2cccc(Cl)c2)S(=O)(=O)c2c(C)noc2C)cc1	60	-8
Cn1cc(C(=O)OCC2CCN(CCNS(C)(=O)=O)CC2)c2ccccc21	95	/
COCCOC(=O)c1c(C)oc2ccc(NS(=O)(=O)c3ccccc3)cc12	106&67	-28
Cn1c(CCNC(=O)c2ccco2)nc2cc(NC(=O)NC3CCCCC3)ccc21	111	1
COCCNc1cc(C)c(C#N)c2nc3ccccc3n12	263	-4
CC1CCc2nn(CC(=O)NCCCN3CCCC3=O)cc2C1 (configuration not stated)	87	5
N#C/C(=C/c1ccc(Cl)cc1)C(=O)Nc1ccc(O)cc1	/	4
CCn1c(SCC(=O)c2cccs2)nnc1-c1cccs1	93	0
Cc1c(Br)cc(C(=O)O)c(C)c1C	85	6
Cc1occc1-c1nnc(SCc2nnc(-c3ccc(Cl)cc3)o2)n1C	117	8
CCNc1ncnc2c1oc1ccccc12	/	9
Cc1cn(C(=O)CN2C(=O)c3ccccc3C2=O)c(C)n1	110	0
Cc1sc(Nc2cccc(O)c2)nc1-c1ccccc1	/	-5
O=C(/C=C/c1cccc(C(F)(F)F)c1)Nc1cccc2cccnc12	/	-4
N#Cc1c2n(c(=S)n(-c3ccccn3)c1=O)CCCCC2	99	-9
CCSc1nnc(NC(=O)C(Cc2ccccc2)n2cccc2)s1 (configuration not stated)	83	-8
Cc1cc(-c2cccs2)c2c(n1)sc1c(=O)[nH]c(=O)[nH]c12	105	4
COc1cc(OC)cc(C(C(=O)NCc2ccccc2)N(Cc2ccco2)C(=O)c2ccno2)c1 (configuration not stated)	88	8
CCCCCCCCC(=O)N/N=C(\C)c1ccco1	/	2
Cn1c(SCC(=O)Nc2cc(=O)n(C)c(=O)n2C)nnc1C12CC3CC(CC(C3)C1)C2	92	7
COc1ccc(CNC(=O)Nc2ccc(C)cc2)cc1	70	0
O=C(Nc1ccccc1)Nc1nnc(-c2ccc([N+](=O)[O-])cc2)s1	/	-12
COc1ccccc1C1C(C(=O)c2cc3ccccc3o2)=C(O)C(=O)N1CCN1CCOCC1 (configuration not stated)	111	11
CCOCCCn1c(=N)c(C(=O)NCCN2CCOCC2)cc2c(=O)n3cccc(C)c3nc21	105	3
COc1ccc(/C=C2\SC(=S)N(CCCC(=O)NC34CC5CC(CC(C5)C3)C4)C2=O)cc1	/	-7
COc1cccc(/C=C2/N=C(c3ccc(NC(C)=O)cc3)OC2=O)c1	/	5
Cc1cc(C)n2cc(CSc3nnnn3-c3ccccc3)nc2n1	95	2
O=C(CSc1nc2ccccc2o1)OCC(=O)c1ccc(F)cc1	/	7
O=C1Nc2ccc([N+](=O)[O-])cc2C1=Nc1ccc(-c2ccc(N=C3C(=O)Nc4ccc([N+](=O)[O-])cc43)cc2)cc1	/	-8
O=C(CN(c1ccc(F)cc1)S(=O)(=O)c1ccccc1)Nc1cccc(Br)c1	/	4
CCOC(=O)c1oc2c(CN3CCN(C)CC3)c(O)ccc2c(=O)c1-c1ccccc1OC	85	14
Nc1cccc(C2=Nc3cccc4cccc(c34)N2)c1	/	7
Cc1nc2ncnn2c(C)c1CCC(=O)NCc1ccco1	103	-12
NC(=O)CC[C@H](N)C(=O)O	97	/
CCOC(=O)NC(c1ccccc1)C1CCCCC1=O (configuration not stated)	110	3
O=c1c2c3c(sc2nc2sc(CN4CCOCC4)cn12)CCCC3	126	-4
COc1cccc(C(CC(=O)O)NC(=O)c2ccccc2)c1 (configuration not stated)	/	3
CCc1ccc(Cn2nnc(C(=O)Nc3cccc(C)c3)c2N)cc1	91	7
CN(C)c1ccc(-c2nn3c(-c4ccncc4)nnc3s2)cc1	104	3
O=C1C2C3C=CC(C3=C3CCCC3)C2C(=O)N1Cc1ccccc1 (configuration not stated)	/	-6
Cc1nc2ccccc2n1CC(=O)NCCN1CCCC1	60	6
O=C(Nc1ccccc1Br)c1ccccc1O	/	4

Three entries from above, arranged by their value in BAP1 block, falling.
SMILES	BAP1 block	HePTP inhibitor
CCOC(=O)NC(c1ccccc1)C1CCCCC1=O (configuration not stated)	110	3
CCc1ccc(Cn2nnc(C(=O)Nc3cccc(C)c3)c2N)cc1	91	7
Cc1nc2ccccc2n1CC(=O)NCCN1CCCC1	60	6

Later entries:
SMILES	BAP1 block	HePTP inhibitor
Cc1ccc(-c2csc3nnc(SCC(=O)NCc4ccco4)n23)cc1	89	11
O=C(Nc1nc2ccccc2[nH]1)c1ccccc1F	133	9
CC(C)CN1C(=O)/C(=C/c2ccccc2F)SC1=S	/	0
CCc1ccccc1NC(=O)COc1ccc(Br)cc1C(C)(C)C	/	-6
CCOC(=O)C1=C(C)N=c2s/c(=C\c3ccc(N(C)C)cc3)c(=O)n2C1c1cccc(OC)c1 (configuration not stated)	/	-1
COc1ccc(C(=O)COC(=O)CN2C(=O)C3C4C=CC(C4)C3C2=O)cc1 (configuration not stated)	105	-1
COc1ccccc1C(=O)NC(NC(=O)c1ccccc1OC)c1ccc(Br)cc1	/	8
CCc1cccc(NC(=O)CCc2ccccc2)c1	/	-4
CCCCc1c(C)nc2c(C)cccc2c1SCC(=O)O	/	-1
CCN1CCN(C(=O)C2(C)CCCCC2)CC1	/	-1
COc1ccc(OC)c(C2N(c3cc(C)on3)C(=O)C3CCCN32)c1 (configuration not stated)	84	8
NC(=O)c1cc2c(ccc3ccccc32)oc1=Nc1cccc2ccccc12	145	/
COc1ccc(N2CCN(Cc3cc(=O)oc4cc(C)c(Cl)cc34)CC2)cc1	/	-5
Cc1cc(C)n(C(=O)CCC(=O)Nc2cccc(Cl)c2C)n1	/	3
Cc1nc(N2CCc3ccccc32)[nH]c(=O)c1CCC(C)C	78	3
CCOC(=O)C1=CN(c2ccc(OCC)cc2)C=C(C(=O)OCC)C1c1ccc2c(c1)OCO2	/	-3
COc1ccccc1-c1nn2c(C3COc4ccccc4O3)nnc2s1 (configuration not stated)	95	-5
CCC(C)NC(=O)COc1ccc2ccccc2c1 (configuration not stated)	/	9
Cc1ccc(C)c2[nH]c(=O)c(CCNC(=O)c3ccc(Br)o3)cc12	90	-17
O=C(Nc1ccc(Cl)c(Cl)c1)Nc1cccc(Cl)c1Cl	/	2
COc1cc(C(=O)Nc2c(C)cccc2C(C)C)c(Br)c(OC)c1OC	/	-12
Cc1cc(NC(=O)C(C)C)ncc1NC(=O)c1cccc(F)c1	90	6
c1ccc(OCCN2CCCCC2)cc1	/	-5
O=C1CCCC2=C1C(c1ccc(F)cc1)C1=C(CCCC1=O)O2	/	8
COc1ccc(C(=O)Oc2ccc(/C=N/O)cc2)cc1	/	0
COc1ccccc1N=c1oc2ccccc2cc1C(=O)Nc1cccc(C(F)(F)F)c1	60	/
CC(=O)c1c(C)[nH]c(C(=O)CSc2nc3ccccc3c(=O)n2CCCN2CCOCC2)c1C	121	-9
O=[N+]([O-])c1ccc(C2Nc3ccc(OC(F)(F)F)cc3C3C=CCC32)cc1 (configuration not stated)	/	-9
Cc1ccc2c(n1)sc1c(N)ncnc12	/	3
O=C(OCCN1CCOCC1)c1ccc(F)cc1	/	-9
O=C(C1CCCN(S(=O)(=O)c2cccc3cccnc23)C1)N1CCc2ccccc21 (configuration not stated)	89	7
C=CCOc1c(Br)cc(/C=C2\C(=O)NC(=O)N(c3ccc(Cl)cc3)C2=O)cc1OC	/	4
O=c1cnc2ccccc2n1CC1CCCCC1	99	-6
COc1ccc(C2CC(c3ccc(Cl)cc3Cl)Nc3nc(N)nn32)cc1OC (configuration not stated)	96	8
O=C1C2CC=CCC2C(=O)N1c1ccc(Oc2ccc3ccccc3c2)cc1 (configuration not stated)	63	/
O=C(O)CCN1C(=O)/C(=C/c2cccc(OCc3ccccc3)c2)SC1=S	/	1
Cn1c(=O)cc2c3c(c(Nc4ccc(C=O)cc4)ccc31)C(=O)c1ccccc1-2	/	4
COc1ccc(CC(=O)Nc2cc(NC(=O)Cc3ccc(OC)cc3)cc(C(=O)NC(C)(C)C)c2)cc1	/	-2
O=C(CSc1nc2ccccc2[nH]1)NC1CCCC1	/	13
Cc1ccccc1OC(=O)c1cc2cc(Br)ccc2oc1=O	108	/
